Assay outcomes deposited in PubChem by several laboratories.
L929 necroptosis: blocks zVAD induced death of L929 cells | L929 zVAD necroptosis rescue, ATP luminescence, 24 h; with zVAD 60 µM | viability rescue, % at 10 µM | 220,000 tested, 0.38% active;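 active = activation, scaled between plate controls, above about 75%, limit read from the data; inactive = activation under that limit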;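 note: 0% = zVAD with DMSO and 100% = DMSO alone without zVAD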
Calpain2 inh: inhibitors of pig calpain II; purified calpain II, fluorogenic peptide substrate, 30 min; inhibition, % at 16 µM; 220,000 tested, 0.37% active;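 active = inhibition above about 50%, limit read from the data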
PGE2 EP2 inh: blocks the human prostaglandin E2 receptor EP2 | inhibition, % at 25 µM | C6 glioma cells expressing human EP2, cAMP TR-FRET; cells stimulated with saturating PGE2 | 260,000 tested, 0.52% active | P43116 | AID 1422;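 active = percent inhibition above 40 after rounding to a whole number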;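 note: rat C6 glioma host cells with rolipram phosphodiesterase inhibitor present; the protocol text gives 20 µM as final concentration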
Rad51 HR inh: blocks human Rad51 in homologous recombination; Q06609; hRad51 DNA strand exchange, fluorescence dequenching; inhibition, % at 10 µM; 200,000 tested, 0.085% active; AID 1385;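 active = inhibition above 40% at the single screening dose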;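 note: 0% = DMSO control wells and 100% = blanks with heterologous ssDNA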
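Material: hRad51 filaments on single-stranded DNA; Reagent: Donor/quencher-labelled 47-bp dsDNA substrate; Compound: 10 µM final, single point; Schedule: 37 °C 15-min filament assembly, 30-min compound preincubation, 15-min exchange; Technique: FRET fluorescence, excitation 485 nm, emission 520 nm; Benchmarks: control wells and blank wells on each plate.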
eIF4E 4G PPI: inhibitors of eIF4E and eIF4G interaction in translation initiation. P63073+Q04637. 220,000 tested, 0.37% active. inhibition, % at 21.7 µM. TR-FRET eIF4E-eIF4GI(517-606) binding, 2 h;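 active = inhibition above about 30%, limit read from the data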;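 note: 0% = full FRET control wells and 100% = background wells lacking eIF4GI fragment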
Target sequence (P63073 whole entry, looked up, the tested form may be a part): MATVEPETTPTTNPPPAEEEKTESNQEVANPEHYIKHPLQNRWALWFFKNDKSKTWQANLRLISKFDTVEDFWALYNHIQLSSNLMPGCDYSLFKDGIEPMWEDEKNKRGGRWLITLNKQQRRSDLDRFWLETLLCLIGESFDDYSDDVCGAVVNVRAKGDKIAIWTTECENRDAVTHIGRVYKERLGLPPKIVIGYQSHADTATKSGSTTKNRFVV
Target sequence (Q04637 whole entry, looked up, the tested form may be a part): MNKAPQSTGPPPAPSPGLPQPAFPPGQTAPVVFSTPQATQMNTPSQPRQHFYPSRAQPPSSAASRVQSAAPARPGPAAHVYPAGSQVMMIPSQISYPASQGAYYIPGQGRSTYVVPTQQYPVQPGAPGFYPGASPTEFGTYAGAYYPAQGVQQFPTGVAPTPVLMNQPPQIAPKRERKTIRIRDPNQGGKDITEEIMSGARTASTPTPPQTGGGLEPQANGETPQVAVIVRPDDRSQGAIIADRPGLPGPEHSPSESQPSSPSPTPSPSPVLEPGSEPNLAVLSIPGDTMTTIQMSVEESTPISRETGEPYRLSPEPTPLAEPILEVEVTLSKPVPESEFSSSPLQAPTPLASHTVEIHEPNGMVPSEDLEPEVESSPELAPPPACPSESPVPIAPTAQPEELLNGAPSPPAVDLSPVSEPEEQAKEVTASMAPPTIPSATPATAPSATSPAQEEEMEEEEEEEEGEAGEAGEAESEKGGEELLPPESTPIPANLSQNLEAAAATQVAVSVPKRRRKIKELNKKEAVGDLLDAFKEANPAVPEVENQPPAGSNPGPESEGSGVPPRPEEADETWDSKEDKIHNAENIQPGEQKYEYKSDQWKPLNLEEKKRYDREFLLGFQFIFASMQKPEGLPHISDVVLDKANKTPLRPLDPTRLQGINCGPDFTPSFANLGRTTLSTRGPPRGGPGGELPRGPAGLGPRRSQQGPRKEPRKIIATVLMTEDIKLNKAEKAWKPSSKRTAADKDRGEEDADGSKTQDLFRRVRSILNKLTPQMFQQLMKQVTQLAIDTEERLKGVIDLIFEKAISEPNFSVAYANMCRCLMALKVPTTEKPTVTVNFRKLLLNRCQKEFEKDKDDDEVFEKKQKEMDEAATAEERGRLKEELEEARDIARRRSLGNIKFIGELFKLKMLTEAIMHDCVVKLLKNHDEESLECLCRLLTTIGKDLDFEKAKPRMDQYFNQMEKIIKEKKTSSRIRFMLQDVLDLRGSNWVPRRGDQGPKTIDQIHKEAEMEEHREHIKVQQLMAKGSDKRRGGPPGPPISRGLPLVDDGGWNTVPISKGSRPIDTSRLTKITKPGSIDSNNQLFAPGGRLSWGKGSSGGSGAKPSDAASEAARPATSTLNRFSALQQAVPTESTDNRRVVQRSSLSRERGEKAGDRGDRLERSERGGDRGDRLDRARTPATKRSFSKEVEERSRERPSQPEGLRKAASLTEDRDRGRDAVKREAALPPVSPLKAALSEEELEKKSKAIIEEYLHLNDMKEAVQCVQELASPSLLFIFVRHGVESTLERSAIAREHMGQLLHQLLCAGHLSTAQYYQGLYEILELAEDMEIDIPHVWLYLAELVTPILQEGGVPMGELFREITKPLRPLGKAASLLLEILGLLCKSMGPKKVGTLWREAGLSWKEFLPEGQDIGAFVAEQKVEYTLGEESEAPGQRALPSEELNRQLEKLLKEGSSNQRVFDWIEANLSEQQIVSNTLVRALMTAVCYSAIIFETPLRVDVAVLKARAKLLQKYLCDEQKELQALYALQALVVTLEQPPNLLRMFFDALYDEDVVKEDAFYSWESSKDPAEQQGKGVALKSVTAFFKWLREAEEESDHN
TbHK1 inh: T. brucei hexokinase 1 inhibition | inhibition, % at 10 µM | recombinant TbHK1, G6PDH-coupled NADH A340 | 220,000 tested, 0.11% active;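 active = inhibition of 50% or more in the single-dose primary screen; inactive = inhibition below 50%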
Hck Nef HTS: inhibitors of human Hck kinase activated by Nef; P08631; Recombinant Hck-YEEI plus Nef, Z-Lyte FRET kinase assay; inhibition, % at 20 µM; 220,000 tested, 0.68% active; AID 463187;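 active = Hck-Nef kinase inhibition above about 50%, limit read from the data; inactive = inhibition below that limit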;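 note: 0% = DMSO with Hck plus Nef and 100% = Hck alone without Nef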
14-3-3 Bad inh: disrupts binding of bovine 14-3-3 zeta to phospho-Bad peptide | 220,000 tested, 0.71% active | inhibition, % at 21.7 µM | P63103 | TR-FRET 14-3-3zeta/Dy647-pBad peptide displacement, 1 h;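 active = inhibition above about 70%, limit read from the data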;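 note: 0% = full 14-3-3 plus peptide FRET controls and 100% = background without 14-3-3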
EP2 mod: modulates human prostaglandin E2 receptor EP2 signaling; P43116; EP2-expressing cells, cAMP HTRF FRET, PGE2 co-stimulation; induction, % at 25 µM; 260,000 tested, 0.83% active;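 active = compounds whose cAMP rise, as percent of the full-agonist control response, exceeds 60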;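 note: rat C6 glioma line stably carrying human EP2 under a CMV promoter; the protocol text gives 20 µM as final concentration; 100% = response of wells given 1 µM PGE2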
* = called active by the depositor; i = inactive; x = not tested or not shown; & = joins results of further samples; [ ] = dose if it differs, or a comment. Some of the compounds tested, so the mix of outcomes need not match the whole.

entry	canonical_smiles	PGE2 EP2 inh	14-3-3 Bad inh	TbHK1 inh	eIF4E 4G PPI	Rad51 HR inh	Hck Nef HTS	Calpain2 inh	EP2 mod	L929 necroptosis
1	Cc1cccc(OCCNc2nc3c(c(=O)n(C)c(=O)n3C)n2C)c1	12	-14	-5	-12	7	1	-20	1	3.2
2	COC(=O)CNC(=O)CCc1nnc(C2(c3ccc(Cl)cc3)CCC2)o1	7	0	6	-2	-2	31	7	24	5.0
3	Cc1ccc(-n2c(Cc3cccn3C)nnc2SCC(=O)Nc2nnc(C)s2)cc1	4	-3[fluorescence artefact?]	-3	-4	-6	-2	3	-5	-0.5
4	COC(=O)CN1CC(=O)N(c2ccccc2)C1=S	10	0	0	2	6	-4	12	-4	1.3
5	C/C=C/C(=O)OCC(=O)Nc1cccc(S(=O)(=O)NC2=NCCCCC2)c1	5	-4	-1	0	11	27	9	-11	0.9
6	CCOC(=O)c1c(NC(=O)CCN2CCOCC2)sc2c1CC(C)(C)OC2	5	-4[fluorescence artefact?]	-7	-9	x	-3	-19	11	1.2
7	CCOC(=O)Nc1ccc2c(c1)N(C(=O)OC)c1ccccc1CC2	6	-10	7	-16	-7	0	1	-7	0.7
8	COc1ccc(Nc2cc(Cl)nc(N)n2)cc1	3	-10	2	-1	16	2	-24	-13	1.4
9	CCS(=O)(=O)N1CCC(C(=O)NCCCN2CCN(c3ccccc3F)CC2)CC1	-3	6[fluorescence artefact?]	35	1[fluorescence artefact?]	-1	3	3	3	-0.3
10	CC1(C)CC(=O)C2=C(C1)Oc1ncn(CCCO)c(=N)c1C2c1ccccc1 (stereo not drawn)	6	-5	2	4[fluorescence artefact?]	2	2	-31	-6	0.1
11	CCOC(=O)C1=C(C)N=C2SCCC(=O)N2C1c1ccc(C(=O)OC)cc1 (stereo not drawn)	20	-4	-15	-7	5	0	24	11	0.0
12	CC(C)Oc1ccc(OCCn2c(=S)[nH]c3c(N)ncnc32)cc1	5	-19	-1	6	-47	33	-10	2	5.0
13	Cc1ccc2nc(-c3ccccc3)cc(C(=O)O)c2c1	7	33	-12	-3	-1	3	-19	0	0.1
14	Cc1ccc(SCc2noc(C(=O)NCC3CCCO3)c2C(=O)O)cc1C (stereo not drawn)	5	40[fluorescence artefact?]	22	2[fluorescence artefact?]	-5	0	3	10	-0.1
15	COc1cc(C(=O)Nc2cc(-c3cn4cccnc4n3)ccc2C)cc(OC)c1OC	4	-11	-4	1	19	21	i	-20	0.2
16	O=[N+]([O-])c1cccc(N=Cc2sc3ccccc3c2O)c1	7	84*	-8	21	x	17	-11	4	0.4
17	Nc1[nH]n(-c2ccccc2)c(=O)c1N=Nc1ccc2c(c1)OCO2	9	0	-11	3	-12	21	7	-29	-0.7
18	C=CCn1c(CNC(=O)c2ccco2)nnc1SCC(=O)c1ccc(OC)cc1	3	3	-3	3	-3	21	-1	-9	15
19	CCCN(CCC)C(=O)c1cc([N+](=O)[O-])cc2c1-c1ccc([N+](=O)[O-])cc1C2=C(C#N)C#N	15	12	-3	10	-5	-4	6	-59	0.7
20	CCCC(CCC)n1[nH]c(=O)c2c(C)cc(C)nc21	5	7	2	2	-8	2	-14	23	-0.5
21	CC(=O)Nc1ccc(-n2cnnn2)cc1	7	4	-1	0	-1	2	11	16	-1.1
22	COc1ccc(C)cc1N(C(=O)c1ccccc1F)c1nc2ccccc2s1	3	13[fluorescence artefact?]	0	0	-14	0	20	34	0.1
23	CC(=O)c1c(C)[nH]c(C(=O)OCC(=O)N2CCc3ccccc32)c1C	7	49[fluorescence artefact?]	-2	1	-2	6	-18	-10	0.6
24	COCCOC(=O)c1c(C)oc2ccc(NS(=O)(=O)c3ccc(F)cc3)cc12	7	-3	0	1	21	1	8	-64	0.4
25	CCN(CCCNC(=O)CCNC(=O)Cn1cnc2ccccc2c1=O)c1ccccc1	7	8[fluorescence artefact?]	-1	-1[fluorescence artefact?]	0	0	-8	-9	1.0
26	NC(=O)CC(NC(=O)Cc1cccc2ccccc12)c1ccc(NCCc2cccc(F)c2)c([N+](=O)[O-])c1 (stereo not drawn)	22	2	10	-3	4	29	7	-18	-0.3
27	O=C(Nc1ccccc1C(F)(F)F)c1cc2ncc(CCCl)cn2n1	14	9[fluorescence artefact?]	1	2[fluorescence artefact?]	7	6	-5	49	0.7
28	O=C(N/N=C/c1cccnc1)c1ccccc1NS(=O)(=O)c1cccs1	19	4	-19	-2	7	0	-8	-2	1.5
29	Cc1ccc(C(=O)NCCSc2snnc2C)cc1	8	-3	3	7	-5	-1	-3	7	-0.3
30	CC(=O)c1sc(N/N=C2\CC3CCC2(C)C3(C)C)nc1C (stereo not drawn)	7	-5	-18	0	16	25	-37	-16	9.0
31	CCOc1cc(C)ccc1OCc1nnc(SCC(=O)c2cccc([N+](=O)[O-])c2)n1CC	8	6	2	-2	-3	1	-4	7	-0.4
32	Cc1cc(=O)oc2c(CN3CCN(C)CC3)c(O)c(Cl)cc12	x	-3	-40	4	x	106*	i	24	2.0
33	O=C(CSc1nnc(-c2ccco2)c(-c2ccco2)n1)c1ccccc1	10	19	-5	11	-25	69*	-80	-19	-0.1
34	O=S(=O)(Nn1cnnc1)c1ccccc1	12	45	-5	7	-5	9	-17	35	0.3
35	COc1ccccc1N1CCN(CC(O)COc2ccc3c(c2)OCO3)CC1 (stereo not drawn)	10	-5	3	-2	5	14	49	-17	1.7
36	C=CC[n+]1c(-c2ccc(C)cc2)csc1Nc1ccc(NC(C)=O)cc1	4	4	0	2	-6	-9	6	49	0.7
37	Cc1cc(Br)cn2ccnc12	x	10	1	5	x	0	6	-1	0.4
38	CCn1c(SCC(=O)N2CCCCC2)nc2c(c1=O)SC(C)C2 (stereo not drawn)	18	6	-20	-5	1	6	-28	16	0.2
39	CNC(=O)c1[nH]cnc1C(=O)Nc1ccc(Cl)cc1	22	0	-6	3	17	21	-6	-38	5.0
40	Cc1noc(C)c1CSc1nnnn1-c1ccc(Cl)cc1	9	-3[fluorescence artefact?]	3	-2	15	0	-13	4	0.2
41	NC(=O)N/N=C/c1cc(Br)ccc1OCC(=O)NCc1ccccc1	3	9	-8	6	-7	2	24	-12	0.9
42	COc1cccc(C(=O)COc2ccc3c(C)c(Cc4ccccc4)c(=O)oc3c2)c1	5	3	-5	2	x	2	-17	-4	x
43	O=C(CN1CCOCC1)Nc1cc(Cl)ccc1Cl	2	13	1	4	-5	3	-15	18	1.7
44	Cc1cccc(-n2c(CNC(=O)c3ccc(S(=O)(=O)N4CCCC4)cc3)n[nH]c2=S)c1	14	-9[fluorescence artefact?]	-3	-9	6	1	-2	7	-0.5
45	COc1ccc(-n2ncc3c(NCC4CCCO4)ncnc32)cc1 (stereo not drawn)	7	-2	3	-7	7	0	-29	-15	0.6
46	CCCSc1nc2c(cnn2-c2ccc(F)cc2)c(=O)[nH]1	5	16[fluorescence artefact?]	-3	-1[fluorescence artefact?]	-1	39	1	22	1.5
47	CC1CC(Nc2ccccc2)c2ccccc2N1C(=O)c1ccco1 (stereo not drawn)	7	-1	5	-4	4	16	9	10	-0.5
48	c1ccc(N/N=C(\Cc2nc3ccccc3[nH]2)c2ccccc2)cc1	10	-3[fluorescence artefact?]	-11	2	-1	2	-3	6	-0.1
49	CCC(=O)Oc1ccc(C(=O)Nc2ccc([N+](=O)[O-])cc2)cc1	11	10	-8	1	4	10	16	-27	0.2
50	CCOc1ccccc1N1CC(C(=O)Nc2ccccc2N2CCOCC2)CC1=O (stereo not drawn)	4	3	-3	5	10	2	-64	3	-0.1
51	Cc1cc(C)nc(SCC(=O)N2CCC(C(N)=O)CC2)n1	16	-4[fluorescence artefact?]	-1	0[fluorescence artefact?]	-2	-8	-24	17	-0.9
52	Cc1ccc(CN2C(=O)CCC2C(=O)NCCCN2CCOCC2)cc1 (stereo not drawn)	11	-1	-2	-2	-3	-2	5	18	1.9
53	CC(C)(C)[C@H]1C=C(C(=O)NC2CC2)O[C@@H](OCc2ccc(CO)cc2)C1	5	2	-15	-2	8	-12	1	4	0.9
54	CCCN1CC=C2C(C#N)=C(N)C(C#N)(C#N)C(c3cc(OC)ccc3OC)C2C1 (stereo not drawn)	23	-7	-8	2	3	23	-29	40	-0.6
55	Nc1sc2c(c1C(=O)NC1CCS(=O)(=O)C1)CCCC2 (stereo not drawn)	6	-1	-8	-9	0	-1	-33	12	2.2
56	C=CCc1c(C)nc(C)nc1N/N=C/c1ccc([N+](=O)[O-])cc1	14	12	-48	1[fluorescence artefact?]	5	-2	20	-3	-0.3
57	O=c1cc(Nc2ccc3c(c2)OCCO3)[nH]c(=O)n1-c1ccc(Cl)cc1	16	-7	0	-1	-5	-5	13	0	1.0
58	CC(C)N(Cc1nc(-c2ccccc2)no1)S(=O)(=O)c1ccccc1	10	-8	-1	-1	-2	5	27	15	0.6
59	CCC(C(=O)NNC(=O)c1cnccn1)c1ccccc1 (stereo not drawn)	4	7[fluorescence artefact?]	-5	17	-23	-4	-12	3	-0.2
60	CC(=O)Nc1ccc(C(=O)OCC(=O)Nc2ccc([N+](=O)[O-])cc2C(F)(F)F)cc1	5	-18	27	1	0	3	-7	-26	0.4

Further records:
entry	canonical_smiles	PGE2 EP2 inh	14-3-3 Bad inh	TbHK1 inh	eIF4E 4G PPI	Rad51 HR inh	Hck Nef HTS	Calpain2 inh	EP2 mod	L929 necroptosis
61	CCC(C)N(C(=O)Cn1nnc2ccccc21)C(C(=O)NCc1ccco1)c1cccc(OC)c1 (stereo not drawn)	8	-5	-4	-10	1	1	32	13	-0.7
62	CCCCCN(C(=O)NC(=O)Nc1cccc(C)c1C)S(C)(=O)=O	8	-9	-1	0	0	49	12	-35	2.1
63	O=C(CSc1n[nH]c(-c2ccco2)n1)Nc1sc2c(c1C(=O)Nc1ccccc1)CCCC2	4	-18[fluorescence artefact?]	-4	-15	4	12	-287	12	0.1
64	CCNc1nc(NCC)nc(C(=O)Nc2ccccc2)n1	14&14	-12	-2	8	5	0	15	-59&9	0.2
65	Cc1cc(=O)[nH]c(SCC(=O)NC(c2ccccc2)c2ccccc2)n1	9	-5	0	1	4	9	7	29	1.5
66	O=C(Nc1cccc2ncccc12)c1ccc(F)cc1	9	-1	12	4	11	0	9	12	-1.1
67	Cn1cc(C(c2ccccn2)c2cn(C)c3ccccc23)c2ccccc21	6	4	12	-2	-6	-24	-47	35	-1.3
68	C/C=C(\C)CN1CCN(c2cccc(C)c2C)CC1	9	37	4	3	-3	1	10	27	-0.4
69	CCn1c(=O)c2c(nc(SCC(=O)NCC3CCCO3)n2C)n(C)c1=O (stereo not drawn)	3&12	-3[fluorescence artefact?]	0	-4	6	1	4	37&-7	0.7

4 compounds already listed, ordered by heavy-atom count, ascending.
entry	canonical_smiles	PGE2 EP2 inh	14-3-3 Bad inh	TbHK1 inh	eIF4E 4G PPI	Rad51 HR inh	Hck Nef HTS	Calpain2 inh	EP2 mod	L929 necroptosis
64	CCNc1nc(NCC)nc(C(=O)Nc2ccccc2)n1	14&14	-12	-2	8	5	0	15	-59&9	0.2
62	CCCCCN(C(=O)NC(=O)Nc1cccc(C)c1C)S(C)(=O)=O	8	-9	-1	0	0	49	12	-35	2.1
63	O=C(CSc1n[nH]c(-c2ccco2)n1)Nc1sc2c(c1C(=O)Nc1ccccc1)CCCC2	4	-18[fluorescence artefact?]	-4	-15	4	12	-287	12	0.1
61	CCC(C)N(C(=O)Cn1nnc2ccccc21)C(C(=O)NCc1ccco1)c1cccc(OC)c1 (stereo not drawn)	8	-5	-4	-10	1	1	32	13	-0.7
